# Fluor 339 460: intrinsic fluorescence of library compounds, ex339/em460 – biochemical, MLSMR library, data from DPM-DC assay, artefact control, profiling panel; compound autofluorescence, ex339/em460 nm, NADH buffer; hits give high values; 1 = no-compound wells, NADH background; fluorescence fold increase at 10 µM; 65,000 tested, 5.5% active; AID 709;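 active means at 10 µM, mean starting fluorescence two-fold or more over control wells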;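 further: signal is the first read of a kinetic run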
# 5HT1a ag: agonists of human 5-HT1a serotonin receptor; activation, % at 10 µM; P08908; 65,000 tested, 0.56% active; AID 567; CHO 5-HT1a Ga15 NFAT-bla reporter, FRET ratio; 0% basal, 100% maximal reference agonist;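 active means activation above the screen-wide mean activation plus 3 SD, cut at about 19% in these data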;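 further: 0% = DMSO wells and 100% = 5-CT at EC100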
# SF-1 act: activators of human nuclear receptor SF-1. 65,000 tested, 1.9% active. activation, % at 10 µM. CHO-K1 Gal4-SF-1 LBD luciferase reporter; % increase over DMSO SF-1-specific signal. Q13285. AID 522;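 active means activation above the mean activation of all tested compounds plus 3 SD, cut at about 50% in these data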
# Target sequence (Q13285 whole entry, looked up, the tested form may be a part): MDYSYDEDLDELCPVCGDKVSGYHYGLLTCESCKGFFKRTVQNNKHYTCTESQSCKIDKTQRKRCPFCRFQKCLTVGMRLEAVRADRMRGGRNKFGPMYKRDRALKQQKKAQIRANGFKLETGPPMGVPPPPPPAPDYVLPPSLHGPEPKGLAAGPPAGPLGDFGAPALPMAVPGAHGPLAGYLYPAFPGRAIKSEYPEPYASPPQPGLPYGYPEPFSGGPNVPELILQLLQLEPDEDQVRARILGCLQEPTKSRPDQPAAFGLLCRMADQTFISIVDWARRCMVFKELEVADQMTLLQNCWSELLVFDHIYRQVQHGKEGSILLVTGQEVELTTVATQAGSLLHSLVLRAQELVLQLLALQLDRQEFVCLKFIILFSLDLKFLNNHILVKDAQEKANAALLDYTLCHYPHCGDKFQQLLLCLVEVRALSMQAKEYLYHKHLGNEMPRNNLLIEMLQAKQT
#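 Material: CHO-K1 cells with Gal4–hSF-1 LBD chimera plus Gal4-driven luciferase / Input: 4,000 CHO-K1 cells per well / Incubation: compound exposure 20 h at 37 °C / Signal: luminescence read 15 min after SteadyLite luciferase reagent, after room-temperature equilibration / Read-out: percent activation versus DMSO / Benchmarks: DMSO negative control and −SF1 background wells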
# MMP-13 inhibitor: inhibitors of human MMP13 | P45452 | MMP-13 fTHP FRET cleavage, Mca fluorescence | inhibition, % at 4 µM | 65,000 tested, 0.07% active;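 active means inhibition above the mean of compound-free control plate wells plus 3 SD, cut at about 14% in these data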;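 further: 0% = DMSO wells and 100% = wells with reference MMP-13 inhibitor after basal subtraction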
# NADH coupling: blocks coupling enzymes of NAD/NADH assays. coupled PK/LDH NADH assays, four targets. IC50, µM (titrated, usually from 10 µM), for the others: at the top dose inhibition. AID 774. 65,000 tested, 0.02% active;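 active means single-dose screening hits from any of four coupled enzyme assays that gave an IC50 when retested across doses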;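 further: the DPM-DC format reads NADH fluorescence rather than 340 nm absorbance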
# RORA act: activates the human nuclear receptor RORA. activation, % at 10 µM. CHO-K1 Gal4-RORA LBD luciferase reporter, luminescence; percent increase over mock-subtracted basal signal. 65,000 tested, 1.5% active. P35398;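 active means activation above the mean of all tested compounds plus 3 SD, cut at about 49% in these data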;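 further: 0% = DMSO-treated RORA cells and 100% = added signal equal to DMSO minus mock-transfected cells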
# A340 absorber: compounds absorbing at 340 nm; compound absorbance at 340 nm, fold over control; fold change at 10 µM; 65,000 tested, under 10 active; AID 708;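 active means at 10 µM dose, initial 340 nm absorbance at least 2 fold that of control wells; inactive means change under 2 fold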;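 further: initial absorbance extrapolated from kinetic A340 decline of NADH oxidation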
# TNAP act mid DEA: activates human TNAP at intermediate phosphate acceptor concentration. P05186. purified TNAP, CDP-star luminescence, 100 mM DEA, 30 min; hits give high values; scale: 0 levamisole-inhibited, 1 vehicle-only enzyme. activation factor at 20 µM. 64,000 tested, under 10 active;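 active means activation factor of at least 2 at 20 µM, relative to controls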
# Target sequence (P05186 whole entry, looked up): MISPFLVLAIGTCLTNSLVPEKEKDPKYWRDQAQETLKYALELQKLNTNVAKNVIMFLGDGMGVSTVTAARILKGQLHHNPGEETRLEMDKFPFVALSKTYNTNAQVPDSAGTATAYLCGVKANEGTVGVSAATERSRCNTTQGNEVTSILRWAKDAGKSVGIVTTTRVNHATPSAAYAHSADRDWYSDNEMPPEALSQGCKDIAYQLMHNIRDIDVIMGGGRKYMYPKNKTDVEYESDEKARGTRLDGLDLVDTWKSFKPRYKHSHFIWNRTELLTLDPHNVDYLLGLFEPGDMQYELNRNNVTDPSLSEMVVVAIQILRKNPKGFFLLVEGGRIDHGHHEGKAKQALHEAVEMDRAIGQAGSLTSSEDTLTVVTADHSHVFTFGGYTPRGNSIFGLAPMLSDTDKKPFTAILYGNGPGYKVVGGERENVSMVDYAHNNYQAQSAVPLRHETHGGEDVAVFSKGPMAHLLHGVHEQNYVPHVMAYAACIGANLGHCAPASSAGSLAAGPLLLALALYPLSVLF
# 5HT1a antag: antagonists of human 5-HT1a serotonin receptor; P08908; CHO 5-HT1a Ga15 NFAT-bla reporter, antagonist mode; inhibition, % at 10 µM; 62,000 tested, 0.68% active;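 active means inhibition above the mean of all tested compounds plus 3 SD, cut at about 43% in these data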;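 further: receptor stimulated by 5-CT agonist at 100 nM near EC80; beta-lactamase reporter measured by ratiometric fluorescence of a cleavable substrate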
# The depositor's hits bear a star; i = inactive; · = no result given; [ ] = dose if it differs, or a comment.
SMILES,Fluor 339 460,5HT1a ag,SF-1 act,MMP-13 inhibitor,NADH coupling,RORA act,A340 absorber,TNAP act mid DEA,5HT1a antag
CCn1cc(C(=O)OCC(=O)OC2CC(C)CCC2C(C)C)c(=O)c2ccc(C)nc21 (configuration not stated),1.05,2.3,-7.0,2.6,2.0%,-11.2,1,0.9,13.5
CCC(=O)Nc1nc(C)c(C(=O)N2CCCCC2)s1,1.11,-2.8,-20.2,-3.2,5.0%,26.3,1.01,1,-16.4
O=C(CN1C(=O)COc2ccccc21)NCCCN1CCN(Cc2ccccc2)CC1,1.04,-1.9,-5.4,0.2,1.0%,-2.1,0.99,0.9,10.3
CCN(CC)CCN1C(=O)C(=O)/C(=C(/O)c2ccc(OC)cc2)C1c1ccco1 (configuration not stated),1.06,-1.4,7.5,0.6,3.0%,17.5,1.08,1,·
O=C(O)c1cc2n(n1)C(C(F)(F)F)CC(c1ccccc1)N2 (configuration not stated),1.09,0.7,-0.3,-2.8,4.0%,-20.0,1,0.9,·
Clc1ccc(C2=Nn3c(nnc3-c3n[nH]c4c3CCC4)SC2)cc1,1.16,-1.1,-8.9,2.6,6.0%,-17.3,1.03,0.9,24.1
O=C(CCc1ccccc1)Nc1ccc(Cl)cn1,1.08,-1.7,60.5*,3.1,2.0%,38.2,0.99,0.9,20.7
CCc1ccc(OCC(=O)OC2CCS(=O)(=O)C2)cc1 (configuration not stated),1.06,0.3,-22.1,3.5,3.0%,-11.3,1.06,1,-6.1
O=C(CN1CCN(CC(=O)Nc2ccc3c(c2)OCO3)CC1)Nc1ccc(F)cc1,1.03,-2.1,13.7,3.5,1.0%,12.3,1.03,0.9,-15.5
CCOC(=O)c1sc(NC(=O)CSc2nc3c(cc2C#N)CCC3)c(C#N)c1C,1.11,-1.1,3.0,2.2,5.0%,5.7,1.01,0.9,0.9
COc1ccc(OC)c2sc(NC(=O)CCS(=O)(=O)c3ccccc3)nc12,1.1,-0.1,1.7,-1.1,6.0%,-1.3,1.04,0.9,25.3
O=C1CCC(C(=O)N(c2ccccc2)C2(C(=O)NC3CCCCC3)CCCCC2)N1 (configuration not stated),1.1,0.2,-13.4,0.8,3.0%,-6.2,1.02,0.9,19.2
Cc1cc2nc(NC3=NCN(CCN4CCOCC4)CN3)nc(C)c2cc1C,1.16,-1.4,-3.2,9.2,8.0%,18.5,1.01,0.9,-5.3
N#Cc1c(NCc2ccccc2)ccnc1NCc1cccnc1,1.04,-3.4,-32.6,2.3,3.0%,5.9,0.99,0.9,14.5
NC(=O)c1cc2ccc(O)cc2oc1=NCc1ccccc1,4.64*,85.9*,-3.7,i[fluorescence artefact?],10.0%[fluoresces],-6.0,1.03,0.9,-207.0
CC(C)(C)NC(=O)CN(C(=O)CS(=O)CC(=O)Nc1ccc(F)cc1)c1ccc(Cl)cc1 (configuration not stated),0.99,-3.7,3.1,0.0,3.0%,27.1,0.98,0.8,13.0
CN(C)S(=O)(=O)c1cccc(-c2cn3ccccc3n2)c1,1.78,-1.0,2.4,-9.1,2.0%,-7.5,1.01,0.9,-8.6
O=C(NC1CCN(C(=O)NCc2ccccc2)CC1)c1ccco1,1.02,-4.1,3.9,-5.0,12.0%,-21.1,0.98,0.9,11.5
COc1ccc(NS(=O)(=O)c2cc(-c3nnnn3C)ccc2OC)cc1,1.08,·,·,·,4.0%,·,1.03,1,·
COC(=O)C1CCN(C(=O)NC2CCCCC2)CC1,1.09,1.2,14.8,4.2,3.0%,2.1,1.02,0.9,-16.5
Cn1c(SCc2c(Cl)cccc2Cl)nnc1-c1cccs1,1.1,1.8,4.1,-7.3,1.0%,10.0,1.03,0.9,13.8
CCn1c(=O)cc(SCC(=O)Nc2ccccc2N2CCN(C)CC2)c2ccccc21,1.16,0.5,7.7,2.4,5.0%,-15.2,1.04,0.9,9.2
Cc1cc(OCC(=O)NCc2nc(-c3ccccc3)no2)c(C)cc1Br,1.12,-2.6,-1.9,6.2,6.0%,-12.6,1.05,1,-12.5
Cc1c(C(=O)N2CCOCC2)sc2nc(-c3ccccc3)cn12,1.08,-1.5,82.4*,4.6,7.0%,58.1*,1,0.9,-5.0
c1ccc(CN2CCN(c3nc4ccccc4n4cnnc34)CC2)cc1,1.11,2.9,-11.9,-1.4,1.0%,-0.4,1.13,0.9,-39.8
CCOc1cccc(NC(=O)C2CCCN(S(=O)(=O)c3ccc(OC)cc3)C2)c1 (configuration not stated),1.02,0.6,0.1,3.0,5.0%,-10.2,1,0.9,15.4
Cc1nn(-c2ccccc2)c2sc(C(=O)OCN3C(=O)c4ccccc4C3=O)cc12,1.22,2.0,15.6,-0.4,8.0%,13.6,1.08,1,0.9
COc1ccccc1NC(=O)C1=C(C)NC(=O)NC1c1ccc(C)cc1 (configuration not stated),1.09,-1.5,-13.0,1.5,4.0%,20.2,1.04,0.9,-12.9
CSc1nncc(-c2ccc(F)cc2)n1,1.13,-2.9,-16.9,1.4,7.0%,3.1,1.02,0.9,-3.4
Cc1onc(-c2ccccc2Cl)c1-c1nc(-c2ccccn2)no1,1.09,0.7,7.0,0.5,7.0%,7.2,1.02,0.8,6.1
CN(Cc1cccs1)C(=O)CCc1ccc(S(=O)(=O)N2CCOCC2)cc1,1,-2.9,3.2,-1.0,3.0%,9.3,0.98,0.9,2.3
Cc1cccc(C)c1OCCOCCN1CCN(C)CC1,1.07,-3.3,-1.5,-7.3,7.0%,-13.5,0.99,0.9,-0.7
COc1cc(C(=O)Oc2ccccc2)ccc1OCc1c(C)noc1C,1.05,3.7,13.4,-0.4,1.0%,0.8,1.06,0.9,-1.0
O=S(=O)(c1cccs1)N1CCc2ccccc21,1.12,-2.8,-11.8,4.2,0.0%,0.7,1.03,0.9,3.3
O=C1C(c2ccncc2)=C(O)c2ccccc21,0.98,1.9,7.8,7.5,11.0%,7.7,1.02,0.8,-7.4
COc1cccc(Oc2c(C)oc3c(CN4CCOCC4)c(O)ccc3c2=O)c1,3.83*,0.1,11.1,-57.7[fluorescence artefact?],11.0%[fluoresces],-4.6,1.06,0.9,-9.2
COc1ccc(NC(=O)c2ccc(CN3CCN(c4ccccc4)CC3)cc2)cc1OC,1.07,-0.5,8.0,5.1,2.0%,12.8,1.07,1,1.6
CNC(=O)CCn1nc(-c2ccccc2)c2ccccc2c1=O,1.12,-0.9,8.8,1.3,1.0%,-9.9,1.03,1,·
COC(=O)CSc1nc2c(c(=O)n(C)c(=O)n2C)n1CCCc1ccccc1,1.09,0.2,-4.7,0.7,3.0%,-13.1,1,1.1,-2.9
O=C(CC1Oc2ccccc2NC1=O)NCCCN1CCOCC1 (configuration not stated),1.04,0.5,2.0,-2.4,2.0%,18.9,0.99,0.8,-3.6

# 4 compounds from above, ordered by their value in SF-1 act, smallest number first.
smiles,SF-1 act
COc1ccccc1NC(=O)C1=C(C)NC(=O)NC1c1ccc(C)cc1 (configuration not stated),-13.0
Cc1cccc(C)c1OCCOCCN1CCN(C)CC1,-1.5
Cn1c(SCc2c(Cl)cccc2Cl)nnc1-c1cccs1,4.1
CNC(=O)CCn1nc(-c2ccccc2)c2ccccc2c1=O,8.8

# Other results follow.
SMILES,Fluor 339 460,5HT1a ag,SF-1 act,MMP-13 inhibitor,NADH coupling,RORA act,A340 absorber,TNAP act mid DEA,5HT1a antag
CCN(CC)CCNC(=O)C1CCC(=O)N(c2ccc(OC)cc2)C1c1ccc(F)cc1 (configuration not stated),1.1,-3.5,1.4,-0.6,1.0%,9.7,1.05,0.9,-6.3
COc1cc2c(C)nc(C)c(C#N)c2cc1OC,1.44,0.5,9.2,-25.9,4.0%,-7.3,1.01,0.9,-1.5
CC1CC(=O)C=C(O)C1C(=O)OC(C)(C)C (configuration not stated),1.09,-1.5,-8.4,0.4,5.0%,-18.8,1.05,0.9,1.8
O=C(CN(c1ccccc1F)S(=O)(=O)c1ccccc1)N1CCCCCC1,1.11,·,·,·,5.0%,·,1.04,0.9,·
O=c1[nH]nc2c3ccccc3cnn12,1.08,-0.2,17.6,-3.8,3.0%,-15.1,1,0.9,-3.2
CN(C)c1cccc(NC(=O)Cc2ccc(F)cc2)c1,1.1,-3.5,-14.1,0.7,3.0%,-6.2,1.03,0.9,1.2
O=C(Sc1nnnn1C1CCCCC1)c1cccs1,1.03,-0.8,0.3,4.4,1.0%,1.2,1.01,1,-8.9
COCCN1C(=O)C(=O)/C(=C(/O)c2cccc(S(=O)(=O)N(C)C)c2)C12C(=O)N(C)c1ccccc12 (configuration not stated),1,-4.9,0.5,0.7,4.0%,-20.1,1.04,0.9,6.6
CCOc1ccc(CCNC(=O)C2CCCN(c3nnc(-n4cccc4)s3)C2)cc1OCC (configuration not stated),1.05,1.3,18.4,-6.9,6.0%,-21.4,0.96,1.1,17.7
CCn1c(SCC(=O)Nc2cccc(F)c2)nc2c(c1=O)SC(C)C2 (configuration not stated),1.08,12.0,-7.0,-0.9,8.0%,-14.8,1.1,0.9,2.6
O=C(Oc1ccc(OC(=O)c2ccncc2)cc1)c1ccncc1,1.06,-1.5,-1.6,5.1,6.0%,9.3,1.01,1,0.2
CCn1c(SCC(=O)NCc2ccccc2)nnc1-c1ccccc1O,1.13,-1.0,9.4,-0.8,3.0%,-31.7,1.05,1,2.3
CCN(CC)C(=O)C1CCCc2c1[nH]c1ccc(Cl)cc21 (configuration not stated),1.02,-1.5,-5.3,1.6,2.0%,-2.4,0.98,0.8,1.0
CCOCCCNC(=O)C(c1ccc(OC)cc1)N(Cc1ccc2c(c1)OCO2)C(=O)CNC(C)=O (configuration not stated),1.13,1.9,6.2,-0.1,4.0%,4.1,0.98,0.9,-7.3
Cc1ccc(CNC(=O)CSc2ncccn2)cc1,1.09,0.5,10.3,3.6,9.0%,12.4,1,0.9,-9.9
COCCOC(=O)C1=C(C)Nc2ncnn2C1c1ccc(F)cc1 (configuration not stated),0.99,-1.3,-5.6,0.3,5.0%,3.8,0.98,0.9,2.1
CCOC(=O)c1nnn(CC(=O)Nc2cc(Cl)ccc2C)c1C(=O)OCC,1.12,1.4,-6.8,3.9,6.0%,0.2,1.03,1,-1.3
O=S(=O)(NC1CC2CCC1C2)c1ccc2c(c1)OCCO2 (configuration not stated),1.07,-0.2,-10.2,-2.4,2.0%,-16.7,1.03,0.9,-12.8
Cc1ccc(Cn2nc(C)c(NC(=O)c3noc4c3CCCCC4)c2C)cc1,1.03,-0.8,-5.0,8.5,1.0%,-11.1,1.03,0.9,-7.1
CCOc1ccc(C(=O)NC2CCN(S(=O)(=O)CC)CC2)cc1,1.08,0.8,-5.6,-2.6,4.0%,12.3,1.02,0.9,-2.4
Nc1cc(-c2ccco2)no1,1.1,-0.6,0.3,-0.3,4.0%,-9.9,1.01,1,1.2
Cc1ccsc1C(=O)OCC(=O)c1cc(C)n(CC2CCCO2)c1C (configuration not stated),1.04,-1.0,-80.5,-2.5,8.0%,-85.1,1.02,1,-1.1

# Copied from the list.
# CN(C)c1cccc(NC(=O)Cc2ccc(F)cc2)c1 – 5HT1a ag = -3.5
# O=C(Oc1ccc(OC(=O)c2ccncc2)cc1)c1ccncc1 – TNAP act mid DEA = 1

# Compound activity: PubChem, several laboratories
